RGS4 block – RGS4 inhibitors, primary screen, cell-based, HEK293 M3R inducible RGS4, calcium flux; Regulator of G-protein signaling 4 (Homo sapiens), P49798; Fluo-4 calcium flux; stronger effect = higher value; triggered by carbachol at its EC20; B-score at 10 µM; 310,000 compounds, 0.45% hits; AID 463165, 2010;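 active means B-score, a plate-corrected calcium signal, over three deviations above library mean, with baseline fluorescence within five deviations of library mean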;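 further: RGS4 expression induced by doxycycline in cells with stable M3 receptor; B-score is computed from the integrated fluorescence ratio over baseline after carbachol; higher B-score means a larger calcium signal and so more RGS4 inhibition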
Target sequence (P49798 whole entry, looked up): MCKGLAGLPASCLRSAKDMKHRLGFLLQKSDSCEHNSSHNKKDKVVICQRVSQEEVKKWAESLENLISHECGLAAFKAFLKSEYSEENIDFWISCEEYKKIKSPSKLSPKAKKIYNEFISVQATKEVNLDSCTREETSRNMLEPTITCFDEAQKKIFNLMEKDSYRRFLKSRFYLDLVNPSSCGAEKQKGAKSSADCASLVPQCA
ANO1 block – TMEM16A chloride channel inhibitors, primary screen, cell-based, HTS. Anoctamin-1 (Mus musculus), Q8BHY3. HEK293 TMEM16A/YFP iodide influx fluorescence, ionomycin. normalized B-score (activity score, 25-100; higher = stronger inhibition) at 10 µM. 310,000 compounds, 1.2% hits. AID 588511, 2011;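 active means ratio plate-corrected score three or more library SD toward inhibition, starting fluorescence score within five deviations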;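 further: score derived from kinetic fluorescence span divided by baseline fluorescence per well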
KCNQ1 pot – potentiators or activators of KCNQ1 channel, primary screen, cell-based, thallium flux, high-throughput; Potassium voltage-gated channel subfamily KQT member 1 (Homo sapiens), P51787; CHO-K1 KCNQ1, thallium flux FluxOR fluorescence; stronger effect = higher value; B-score at 10 µM; 310,000 compounds, 0.35% hits; AID 2648, 2010;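 active means fluorescence ratio B-score, a plate-corrected score, at least three library SD, with initial intensity B-score within 5 SD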
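Medium – assay buffer, equal DMSO in all wells · Material – CHO-K1 cell line with stable KCNQ1 potassium channel expression · Signal – kinetic FluxOR thallium fluorescence, 10-s 1-Hz baseline, 110-s post-stimulus read · Compound – single concentration per compound, DMSO matched to controls · Schedule – 37 °C overnight plating, 90-min dark dye load, 20-min compound pretreatment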
TMEM16A act – TMEM16A chloride channel activators or potentiators, primary screen, cell-based, HTS; HEK293 TMEM16A/YFP-H148Q/I152L, iodide quench fluorescence; stronger effect = lower value; B-score at 10 µM; 340,000 compounds, 0.3% hits;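 active means fluorescence-ratio B-score plate-corrected deviation score at least 3 library SD below zero, with starting fluorescence score within 5 deviations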;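 further: channel opened by trigger with iodide after compound preincubation; score built on the fluorescence ratio of max minus min over baseline; more negative score means more quench and so TMEM16A activation or potentiation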
KCNQ1 inh – inhibitors of human KCNQ1 channel, primary screen, cell-based, thallium flux, high-throughput; CHO-K1 KCNQ1, FluxOR thallium flux fluorescence; stronger effect = higher value; B-score at 10 µM; 310,000 compounds, 1.3% hits; AID 2642, 2010;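 active means compounds whose thallium flux B-score, printed positive for inhibition, exceeds three library SD while starting fluorescence stays within three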;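 further: channel opened by potassium depolarization with thallium stimulus after 20 min compound exposure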
KCNK9 block – KCNK9 potassium channel inhibitors, primary screen, HEK293 cells, thallium flux; 310,000 compounds, 1.2% hits; FluxOR thallium flux fluorescence; stronger effect = lower value; AID 488922, 2010; B-score at 10 µM;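 active means ratio B-score over 3 SD below the library mean, with starting fluorescence within 5 SD of its mean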;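 further: negative B-score means less thallium flux so channel inhibition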
Target sequence (Q9NPC2 whole entry, looked up): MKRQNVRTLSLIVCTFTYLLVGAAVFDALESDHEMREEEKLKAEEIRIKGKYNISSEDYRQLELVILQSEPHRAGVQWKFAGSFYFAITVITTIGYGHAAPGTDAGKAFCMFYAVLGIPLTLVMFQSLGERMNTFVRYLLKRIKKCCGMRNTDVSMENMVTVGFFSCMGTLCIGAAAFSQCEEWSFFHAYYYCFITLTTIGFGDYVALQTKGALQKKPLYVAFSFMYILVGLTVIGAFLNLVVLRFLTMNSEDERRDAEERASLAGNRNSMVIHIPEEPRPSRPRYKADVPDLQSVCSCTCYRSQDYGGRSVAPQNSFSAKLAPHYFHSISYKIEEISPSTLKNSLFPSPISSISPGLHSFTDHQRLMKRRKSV
KCNK3 inh – human KCNK3 channel inhibitors, primary screen, CHO cells, FluxOR thallium flux, B-score; 340,000 compounds, 0.84% hits; FluxOR fluorescence; stronger effect = lower value; B-score at 10 µM; Potassium channel subfamily K member 3 (Homo sapiens), O14649;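 active means B-score under library mean minus 4 SD, starting fluorescence ratio at most library mean plus 5 SD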;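 further: more negative B-score means stronger inhibition of thallium flux through KCNK3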
MrgX1 agonist – agonists of human MrgX1 receptor, primary screen, HEK293 cells, Fluo-4 calcium flux. 310,000 compounds, 0.44% hits. AID 588627, 2011. B-score at 10 µM. Fluo-4 calcium fluorescence, agonist mode; stronger effect = higher value;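 active means calcium response B-score plate-corrected fluorescence ratio at least 3 library SD, with starting fluorescence B-score inside 5 SD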
Target sequence (Q96LB2 whole entry, looked up): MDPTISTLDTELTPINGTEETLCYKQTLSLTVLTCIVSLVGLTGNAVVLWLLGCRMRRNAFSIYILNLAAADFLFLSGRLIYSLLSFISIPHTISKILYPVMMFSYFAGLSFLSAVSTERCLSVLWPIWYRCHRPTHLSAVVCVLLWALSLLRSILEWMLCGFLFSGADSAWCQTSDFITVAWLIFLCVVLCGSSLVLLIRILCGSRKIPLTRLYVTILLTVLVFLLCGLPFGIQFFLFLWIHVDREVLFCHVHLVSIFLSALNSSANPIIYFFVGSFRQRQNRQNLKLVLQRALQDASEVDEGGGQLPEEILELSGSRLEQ
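Assay system: stable human MrgX1 HEK293 cell line. Quantity: 15,000 cells per well. Schedule: cells plated overnight, dye loaded 0.5 h 37 °C, 0.5 h room temperature. Detection: Fluo-4 NW calcium-flux fluorescence, kinetic read. Read-out basis: peak-minus-minimum fluorescence over baseline, converted to B scores. Control set: positive and negative control wells on each plate.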
MrgX1 PAM – positive allosteric modulators of MrgX1, primary screen, HEK293 cells, Fluo-4 calcium flux; Mas-related G-protein coupled receptor member X1 (Homo sapiens), Q96LB2; FDSS; stronger effect = higher value; B-score at 10 µM; 310,000 compounds, 0.63% hits; AID 588675, 2011;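 active means plate-corrected calcium response at least 3 library SD above typical, normal starting fluorescence, not activating the receptor alone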;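 further: compound read alongside a low EC10 to EC30 dose of BAM8-22 agonist; peak minus trough fluorescence over baseline measured at the second addition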
RGS4 act – RGS4 potentiators or activators, primary screen, cell-based, HEK293 M3R inducible RGS4, calcium flux | carbachol calcium flux Fluo4; stronger effect = lower value | B-score at 10 µM | 310,000 compounds, 0.92% hits | AID 463111, 2010;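 active means B-score of the integrated calcium signal more than 4 SD below the library mean, with starting fluorescence not abnormally high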;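 further: negative B-score means reduced calcium response which marks RGS4 activation or potentiation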
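test system = M3R-expressing HEK293 line, RGS4 induced by doxycycline | probe or stimulus = carbachol at ECmax as muscarinic agonist stimulus | timing = dye loading 30 min 37 °C, buffer rest 30 min RT | signal = calcium dye Fluo4 fluorescence | evaluation = B score from integrated fluorescence ratio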
hERG rescue – hERG rescue from dofetilide block, primary screen, cell-based, CHO-hERG, FluxOR thallium flux, dofetilide IC70; 310,000 compounds, 0.51% hits; AID 1511, 2009; dofetilide IC70 present; Voltage-gated inwardly rectifying potassium channel KCNH2 (Homo sapiens), Q12809; activation (rescue from dofetilide block), less the hit threshold, % at 10 µM;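 active means activation above the mean of controls blocked by dofetilide plus 5 SD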;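 further: thallium influx through hERG after potassium depolarization seen as dye fluorescence rise; in these data hits start at about 4.7%; inactives centre near -7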
The depositor's hits bear a star. Random draw from the library; about 6.3% have a hit in one of these screens.

`Cc1c(C(=O)N2CCCC2)sc(NC(=O)c2ccccc2)c1C#N` gave RGS4 block inactive, ANO1 block inactive, KCNQ1 pot inactive, TMEM16A act inactive, KCNQ1 inh inactive, KCNK9 block inactive, KCNK3 inh inactive, MrgX1 agonist inactive, MrgX1 PAM inactive, RGS4 act inactive and hERG rescue -0.6.
For Cc1ccc([N+](=O)[O-])cc1N/C=C1\CCc2ccccc2C1=O the results were RGS4 block inactive, ANO1 block inactive, KCNQ1 pot inactive, TMEM16A act inactive, KCNQ1 inh inactive, KCNK9 block inactive, KCNK3 inh inactive, MrgX1 agonist inactive, MrgX1 PAM inactive, RGS4 act inactive and hERG rescue -5.5.
For CCN(CC(=O)Nc1c(F)cccc1F)C(=O)CNC(=O)c1cccs1 the results were RGS4 block inactive, ANO1 block inactive, KCNQ1 pot inactive, TMEM16A act inactive, KCNQ1 inh inactive, KCNK9 block inactive, KCNK3 inh inactive, MrgX1 agonist inactive, MrgX1 PAM inactive, RGS4 act inactive and hERG rescue -6.2.
`COc1ccc2c(CC(=O)N(C)CC3COc4ccccc4O3)coc2c1` (centres undefined) gave RGS4 block inactive, ANO1 block inactive, KCNQ1 pot inactive, TMEM16A act inactive, KCNQ1 inh inactive, KCNK9 block inactive, KCNK3 inh inactive, MrgX1 agonist inactive, MrgX1 PAM inactive, RGS4 act inactive and hERG rescue -17.4.
`O=C(Cn1cc(C(=O)c2ccco2)c2ccccc21)NC1CC1` gave RGS4 block inactive, ANO1 block inactive, KCNQ1 pot inactive, TMEM16A act inactive, KCNQ1 inh inactive, KCNK9 block inactive, KCNK3 inh inactive, MrgX1 agonist inactive, MrgX1 PAM inactive, RGS4 act inactive and hERG rescue -10.3.
For O=C(O)c1cc(-c2ccncc2)nc2ccc(S(=O)(=O)N3CCOCC3)cc12 the results were RGS4 block inactive, ANO1 block inactive, KCNQ1 pot inactive, TMEM16A act inactive, KCNQ1 inh inactive, KCNK9 block inactive, KCNK3 inh inactive, MrgX1 agonist inactive, MrgX1 PAM inactive, RGS4 act inactive and hERG rescue -7.9.
For Cc1ccc(NC(=O)c2sccc2-n2cccc2)c(C)c1 the results were RGS4 block inactive, ANO1 block inactive, KCNQ1 pot inactive, TMEM16A act inactive, KCNQ1 inh inactive, KCNK9 block -8.09*, KCNK3 inh inactive, MrgX1 agonist inactive, MrgX1 PAM inactive, RGS4 act inactive and hERG rescue -17.2.
For N#CC(C#N)=CNc1cccnc1 the results were RGS4 block inactive, ANO1 block inactive, KCNQ1 pot inactive, TMEM16A act inactive, KCNQ1 inh inactive, KCNK9 block inactive, KCNK3 inh inactive, MrgX1 agonist inactive, MrgX1 PAM inactive, RGS4 act inactive and hERG rescue -4.8.
Screening CCC(=O)N1N=C(c2cccc(NS(C)(=O)=O)c2)CC1c1cccs1 (centres undefined) returned RGS4 block inactive, ANO1 block inactive, KCNQ1 pot inactive, TMEM16A act inactive, KCNQ1 inh inactive, KCNK9 block inactive, KCNK3 inh inactive, MrgX1 agonist inactive, MrgX1 PAM inactive, RGS4 act inactive and hERG rescue -13.7.
Cn1c(SCc2cccc(F)c2)nnc1-c1ccccn1 was read as RGS4 block inactive, ANO1 block inactive, KCNQ1 pot inactive, TMEM16A act inactive, KCNQ1 inh inactive, KCNK9 block inactive, KCNK3 inh inactive, MrgX1 agonist inactive, MrgX1 PAM inactive, RGS4 act inactive and hERG rescue -6.0.
`Brc1ccc(-c2nnc(Cc3ccccc3)o2)cc1` gave RGS4 block inactive, ANO1 block inactive, KCNQ1 pot inactive, TMEM16A act inactive, KCNQ1 inh inactive, KCNK9 block inactive, KCNK3 inh inactive, MrgX1 agonist inactive, MrgX1 PAM inactive, RGS4 act inactive and hERG rescue -9.2.
CC(C)OC(=O)CC(=O)CSc1nc2c(cc1C#N)CCC2 was read as RGS4 block inactive, ANO1 block inactive, KCNQ1 pot inactive, TMEM16A act inactive, KCNQ1 inh inactive, KCNK9 block inactive, KCNK3 inh inactive, MrgX1 agonist inactive, MrgX1 PAM inactive, RGS4 act inactive and hERG rescue 0.7.
Screening COc1ccc(-c2cc(COc3ccccc3)on2)cc1 returned RGS4 block inactive, ANO1 block inactive, KCNQ1 pot inactive, TMEM16A act inactive, KCNQ1 inh inactive, KCNK9 block inactive, KCNK3 inh inactive, MrgX1 agonist inactive, MrgX1 PAM inactive, RGS4 act inactive and hERG rescue -7.3.
Screening Cc1cc(=O)oc2cc(OCC(=O)NCc3ccncc3)ccc12 returned RGS4 block inactive, ANO1 block inactive, KCNQ1 pot inactive, TMEM16A act inactive, KCNQ1 inh inactive, KCNK9 block inactive, KCNK3 inh inactive, MrgX1 agonist inactive, MrgX1 PAM inactive, RGS4 act inactive and hERG rescue -6.7.
COc1ccc(C(=O)NCCc2c[nH]c3ccccc23)cc1[N+](=O)[O-] was read as RGS4 block inactive, ANO1 block inactive, KCNQ1 pot inactive, TMEM16A act inactive, KCNQ1 inh inactive, KCNK9 block inactive, KCNK3 inh inactive, MrgX1 agonist inactive, MrgX1 PAM inactive, RGS4 act inactive and hERG rescue -0.7.
O=C(O)CCCC(=O)Nc1ccc(C(=O)N2CCCCC2)c(Cl)c1 was read as RGS4 block inactive, ANO1 block inactive, KCNQ1 pot inactive, TMEM16A act inactive, KCNQ1 inh inactive, KCNK9 block inactive, KCNK3 inh inactive, MrgX1 agonist inactive, MrgX1 PAM inactive, RGS4 act inactive and hERG rescue -5.0.
Cc1ncsc1CCOC(=O)C1C2CC3CC(C2)CC1C3 (centres undefined) was read as RGS4 block inactive, ANO1 block inactive, KCNQ1 pot inactive, TMEM16A act inactive, KCNQ1 inh inactive, KCNK9 block inactive, KCNK3 inh inactive, MrgX1 agonist inactive, MrgX1 PAM inactive, RGS4 act inactive and hERG rescue -7.8.
For Cc1cccc(C(=O)c2ccccc2C(=O)O)c1O the results were RGS4 block inactive, ANO1 block inactive, KCNQ1 pot inactive, TMEM16A act inactive, KCNQ1 inh inactive, KCNK9 block inactive, KCNK3 inh inactive, MrgX1 agonist inactive, MrgX1 PAM inactive, RGS4 act inactive and hERG rescue -9.6.
O=C(Cn1c(=O)oc2cc(S(=O)(=O)N3CCCCCC3)ccc21)NC1CCCCC1 was read as RGS4 block inactive, ANO1 block inactive, KCNQ1 pot inactive, TMEM16A act inactive, KCNQ1 inh inactive, KCNK9 block inactive, KCNK3 inh inactive, MrgX1 agonist inactive, MrgX1 PAM inactive, RGS4 act inactive and hERG rescue -7.3.
Screening O=[N+]([O-])c1cc([N+](=O)[O-])c(Oc2cncc(Cl)c2)cc1NC1CCCCCCC1 returned RGS4 block inactive, ANO1 block inactive, KCNQ1 pot inactive, TMEM16A act inactive, KCNQ1 inh inactive, KCNK9 block inactive, KCNK3 inh inactive, MrgX1 agonist inactive, MrgX1 PAM inactive, RGS4 act inactive and hERG rescue -10.3.
For Cc1ccc2cc(C)c(SCC(=O)Nc3ccc(S(=O)(=O)N4CCCC4)cc3)nc2c1 the results were RGS4 block inactive, ANO1 block inactive, KCNQ1 pot inactive, TMEM16A act inactive, KCNQ1 inh inactive, KCNK9 block inactive, KCNK3 inh inactive, MrgX1 agonist inactive, MrgX1 PAM inactive, RGS4 act inactive and hERG rescue -18.2.
Screening COc1cc(NC(=S)N2CCC(C(N)=O)CC2)cc(OC)c1 returned RGS4 block inactive, ANO1 block inactive, KCNQ1 pot inactive, TMEM16A act inactive, KCNQ1 inh inactive, KCNK9 block inactive, KCNK3 inh inactive, MrgX1 agonist inactive, MrgX1 PAM inactive, RGS4 act inactive and hERG rescue -5.0.
Screening O=C(NC1CCN(S(=O)(=O)c2ccccc2)CC1)C1CCCCC1 returned RGS4 block inactive, ANO1 block inactive, KCNQ1 pot inactive, TMEM16A act inactive, KCNQ1 inh inactive, KCNK9 block inactive, KCNK3 inh inactive, MrgX1 agonist inactive, MrgX1 PAM inactive, RGS4 act inactive and hERG rescue -11.8.
Screening O=C(NCC(=O)N1CCN(S(=O)(=O)c2ccccc2)CC1)c1ccc(Br)o1 returned RGS4 block inactive, ANO1 block inactive, KCNQ1 pot inactive, TMEM16A act inactive, KCNQ1 inh inactive, KCNK9 block inactive, KCNK3 inh inactive, MrgX1 agonist inactive, MrgX1 PAM inactive, RGS4 act inactive and hERG rescue -7.3.
CC(C)(C)CC(=O)Nc1cc(S(=O)(=O)N2CCCCCC2)ccc1Cl was read as RGS4 block inactive, ANO1 block inactive, KCNQ1 pot inactive, TMEM16A act inactive, KCNQ1 inh inactive, KCNK9 block inactive, KCNK3 inh inactive, MrgX1 agonist inactive, MrgX1 PAM inactive, RGS4 act inactive and hERG rescue -7.1.
Screening C#CC1(NC(=O)NC(=O)c2c(F)cccc2F)CCCCC1 returned RGS4 block inactive, ANO1 block inactive, KCNQ1 pot inactive, TMEM16A act inactive, KCNQ1 inh inactive, KCNK9 block inactive, KCNK3 inh inactive, MrgX1 agonist inactive, MrgX1 PAM inactive, RGS4 act inactive and hERG rescue -10.2.
For CCN(Cc1ccc(NC(C)=O)cc1)CC1CCCN(CCc2cccc(F)c2)C1 (centres undefined) the results were RGS4 block inactive, ANO1 block inactive, KCNQ1 pot inactive, TMEM16A act inactive, KCNQ1 inh inactive, KCNK9 block inactive, KCNK3 inh inactive, MrgX1 agonist inactive, MrgX1 PAM inactive, RGS4 act inactive and hERG rescue -4.5.

Assay outcomes deposited in PubChem by Johns Hopkins Ion Channel Center.
